Compound activity deposited in PubChem BioAssay by Broad Institute.
C2C12 statin – protects C2C12 myotubes from simvastatin toxicity; ATP luminescence, 48 h; scaled: DMSO 0, geranylgeraniol control 100; rescue of ATP level, % at 7.49 µM; 330,000 compounds, 0.78% hits;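 active means mean ATP rescue above about 67%, or every replicate alone reaching that limit, limit read from the data, passing the limit was not always enough; inconclusive means no clear call, values can overlap the other calls; inactive means mean under the limit and some replicate under it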;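 further: myotubes were challenged with 10 µM simvastatin during compound exposure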
Cneo AK release – causes C. neoformans cell lysis. 360,000 compounds, 0.2% hits. lysis activity, % at 15 µM. adenylate kinase release luminescence, 4 h; normalised: neutral wells 0, clomiphene wells 100;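 active means mean lysis activity across replicates of at least 80%, whatever share of replicates individually reach that level; inactive means mean lysis activity below 80%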
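Schedule: static 4 h at 37 °C with compound, 1 h detection; system: C. neoformans cells; benchmarks: Clomiphene as positive control; buffer or medium: fresh YPD medium; measure: luminescence rise reflecting yeast cell lysis; measured by: luminescent adenylate kinase detection reagent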
FN deposition inh – fibronectin deposition inhibition; AH1F fibroblasts, Alexa488-fibronectin deposition fluorescence, overnight; inhibition, % at 12.6 µM; 350,000 compounds, 0.086% hits;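 active means mean inhibition across replicates of 30% or more, regardless of how many single replicates reach that level; inconclusive means mean under 30% yet at least half of replicates reach 30%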;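 further: positive control wells lacked labelled fibronectin entirely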
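test system = AH1F fibroblasts assembling fluorescent fibronectin matrix | quantity = 10000 AH1F cells per well | buffer or medium = DMEM plus 2% serum, read in PBS | doses = single dose, pinned | incubation = 1 h cell attachment, overnight exposure to compound and label | detection = fluorescence at 485 nm excitation, 525 nm emission | read-out basis = inhibition from reduced deposited-fibronectin fluorescence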
PglD DTNB – PglD (C. jejuni) enzyme inhibition. purified PglD enzyme, DTNB colorimetric CoA detection. inhibition, % at 12.5 µM. 360,000 compounds, 0.098% hits; in the data active means inhibition above about 16%, passing the limit was not always enough; inconclusive means no clear call, values can overlap the other calls; further: strong numbers were not always called active
F508del corr – correctors of CFTR F508del function in bronchial epithelial cells. activity (quench increase), % at 7.58 µM. 350,000 compounds, 0.36% hits. CFBE cells, YFP halide quenching; stimulated with forskolin plus potentiator P3; % fluorescence drop versus neutral controls. AID 720511;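 active means mean added fluorescence quench of at least 8% versus neutral control, with both replicates also reaching 8%; inconclusive means only one of the mean or replicate conditions met; inactive means mean below 8% and not both replicates reaching 8%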;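 further: cells transiently co-express mutant CFTR-F508del with the halide-sensitive YFP; corrector assay measuring rescue of mutant channel to the surface after 24 h compound exposure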
PGC1a acetyl inh – PGC1a acetylation modulation, inhibitor mode; U2OS PGC1a acetylation, AlphaScreen anti-acetyl-lysine; with virally co-expressed GCN5 acetyltransferase; inhibition, % at 15.6 µM; 350,000 compounds, 0.17% hits;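 active means every replicate shows inhibition of at least 40%; inconclusive means mean inhibition at least 40% but some replicate below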;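 further: 0% = neutral control wells and 100% = positive control wells; some results beyond the cut were filed as inactive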
GSIS activator – GLuc luminescence reporter in INS-1E cells, primary screen for activators of glucose-dependent secretion of insulin; INS-1E GLuc reporter insulin secretion, 2-3 h; activation, % at 16.6 µM; 370,000 compounds, 0.61% hits;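 active means lowest replicate activation of at least 40%, so every replicate reaches that level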;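 further: 0% = median of neutral control wells and 100% = median of IBMX positive control wells; some compounds called inactive have numbers as strong as hits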
miR122 inh – miR-122 inhibition in Huh7 cells | activation (reporter increase), % at 12.5 µM | Huh7 miR-122 Renilla luciferase sensor, 48 h; neutral wells = 0, positive control = 100 | AID 602342 | 340,000 compounds, 0.3% hits;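 active means mean replicate activation score at least 90 and every replicate individually at or above 90; inconclusive means only one of the two criteria met; inactive means neither criterion met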;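 further: higher luciferase means less miR-122 activity so hits act as miR-122 inhibitors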
Active calls of the source: *; u = inconclusive; x = not tested or not shown; [ ] = remark or other dose.

SMILES	C2C12 statin	Cneo AK release	FN deposition inh	PglD DTNB	F508del corr	PGC1a acetyl inh	GSIS activator	miR122 inh
C#CCn1c(S(=O)(=O)Cc2ccc(C)cc2)nc(-c2ccccc2)c1-c1ccccc1	-79	10	x	-3	x	-17	x	-6
COc1ccc(NC(=O)N(C)C[C@H]2Oc3c(NC(=O)NC(C)C)cccc3C(=O)N([C@@H](C)CO)C[C@@H]2C)cc1	31	-2	x	7	-1.4	-3	13	-3[16.7 µM]
O=C(Nc1ccccc1)N1CCN(c2cccc(C(F)(F)F)c2)CC1	4	0	x	-5	x	-17	-20	-1
C[C@@H]1CN([C@H](C)CO)S(=O)(=O)c2ccc(C#CC3CC3)cc2O[C@H]1CN(C)Cc1ccc(F)cc1	-51	22	11	-4	-10	10	-21	12[16.7 µM]
Cc1nnc(SC(C)C(=O)Nc2ccc(S(=O)(=O)N3CCCCC3)cc2)s1 (stereo not drawn)	1	-1	x	6	x	3	x	-5
COc1cccc(C(=O)N/N=C/c2ccc(OC)c(COc3ccccc3C(N)=O)c2)c1	x	6	x	2	-0.4	x	0	x
COc1ccc(C(=O)O)c(OC)n1	-5	3	-2	4	1.2	3	5	-5
O=C(/C=C/c1ccccc1)c1ccccn1	x	4	x	-5	x	-2	9	-2
CCOc1ccccc1CNC(=O)C1CCN(c2nn3c(=O)cc(C)nc3s2)CC1	18	1	7	4	1.8	-6	13	-1
Cc1ccc(NC(=O)C(=O)NC2CCCCC2)cc1	-6	4	x	2	x	9	x	3
Cc1ccc(-c2nnc(SCC(=O)Nc3cccnc3Cl)n2N)cc1	-1	-5	2	2	1.3	14	-10	-7
COc1cccc(CNc2nc3cc(-c4csc5ccccc45)sc3c(=O)n2C)c1	-6	0	1	-2	0.1	12	-8	-7

2 compounds picked at random from the list so far:
SMILES	C2C12 statin	Cneo AK release	FN deposition inh	PglD DTNB	F508del corr	PGC1a acetyl inh	GSIS activator	miR122 inh
Cc1ccc(NC(=O)C(=O)NC2CCCCC2)cc1	-6	4	x	2	x	9	x	3
COc1ccc(NC(=O)N(C)C[C@H]2Oc3c(NC(=O)NC(C)C)cccc3C(=O)N([C@@H](C)CO)C[C@@H]2C)cc1	31	-2	x	7	-1.4	-3	13	-3[16.7 µM]

(cont.)
SMILES	C2C12 statin	Cneo AK release	FN deposition inh	PglD DTNB	F508del corr	PGC1a acetyl inh	GSIS activator	miR122 inh
O=C(Nc1ccc(F)cc1)N1C[C@@H]2[C@H](c3ccccc31)[C@H](CO)N2C(=O)c1ccc(F)cc1	0	-5	4	-1	-3.3	-5	-5	25[16.7 µM]
C[C@@H](NC(=O)C[C@H]1CC[C@H]2[C@@H](COC[C@@H](O)CN2Cc2ccc(C(F)(F)F)cc2)O1)c1ccccc1	11	-2	15	6	-0.8	6	-10	-4[16.7 µM]
CC(C)CCNC(=O)CN(C(=O)CCC(=O)Nc1nccs1)c1ccc2c(c1)OCCO2	-8	-1	0	-4	-1.7	9	9	7
Cc1cccc(N2CCN(C(=O)c3nn(C)c4c3CS(=O)(=O)c3ccccc3-4)CC2C)c1 (stereo not drawn)	-6	x	-5	x	4.5	0	-12	2
C[C@H]1CN([C@@H](C)CO)C(=O)c2cc(C#CC3CCCCC3)cnc2O[C@@H]1CN(C)S(=O)(=O)c1ccc(F)cc1	57	0	-12	-1	3.9	-9	-17	-3[16.7 µM]
CCC(CC)NC(=O)COC(=O)c1ccc2c(c1)C(=O)N(Cc1ccco1)C2=O	-9	1	-10	-15	-1.6	x	18	0
O=C(Oc1ccc(=O)n(-c2ccccc2)n1)c1ccccc1	7	0	x	-2	x	2	x	2
O=C1CCCCC1Oc1ccc2ccc(=O)oc2c1 (stereo not drawn)	-4	0	-6	-2	1.3	1	17	x
CC(C)NC(=O)N(C)C[C@@H]1OCCCC[C@H](C)Oc2ccc(N(C)C)cc2C(=O)N([C@@H](C)CO)C[C@@H]1C	x	0	9	-4	-0.6	2	6	3[16.7 µM]
CN(C)C(=O)N1CCCC(C(=O)NCCc2ccccc2)C1 (stereo not drawn)	-11	1	x	-6	x	16	x	1
O=C(NNS(=O)(=O)c1ccc([N+](=O)[O-])cc1)C1CCCCC1	-6	3	4	0	0.0	1	25	6
O=C(NNc1cccc(Cl)n1)c1ccccc1CC[N+](=O)[O-]	9	3	-2	1	-1.7	4	17	2
Cc1cc(C)c2cc(CN(CC3CCCO3)C(=S)NCc3ccco3)c(=O)[nH]c2c1 (stereo not drawn)	x	x	x	x	-2.6	13	-22	26
Cc1ccc2cc3cc(C(=O)N4CCN(C(=O)c5ccco5)CC4)sc3nc2c1	-8	1	x	-5	x	42	x	-1
CC(NCC(O)COc1ccc2ccccc2c1)c1ccccc1 (stereo not drawn)	9	1	2	0	1.0	x	-31	x
Nc1c(C(=O)OCC(=O)Nc2ccc(Cl)cc2[N+](=O)[O-])[nH]c(=O)[nH]c1=O	3	2	12	-7	0.2	-11	7	-2
O=C(C[C@H]1CC[C@H](NS(=O)(=O)c2ccc(F)cc2)[C@H](CO)O1)NCc1ccncn1	2	-2	x	1	1.0	-3	7	x
Cc1csc(N/N=C/c2ccccc2F)n1	-4	-2	0	12	0.2	3	5	13
CC(=O)N1[C@H](CO)[C@@H](c2ccccc2)[C@@H]1CNC(=O)CN1CCOCC1	3	-4	-6	0	3.8	0	12	17[16.7 µM]
COc1ccc(NC(=O)CSc2n[nH]c(-c3ccccc3)n2)cc1S(N)(=O)=O	2	-2	-2	0	0.9	-1	-8	5
CCCS(=O)(=O)N1CCN(CC2CC3C=CC2C3)CC1 (stereo not drawn)	-1	0	x	-9	x	-20	x	0
CCCCNC(=O)C1(c2ccc(OC)cc2)CCOCC1	-3	1	-5	5	x	x	x	-9
C[C@@H]1CN([C@@H](C)CO)S(=O)(=O)c2ccc(C#Cc3ccccc3)cc2O[C@@H]1CN(C)S(=O)(=O)c1cn(C)cn1	10	1	-28	0	4.1	3	-5	43[16.7 µM]
Cc1ccc(S(=O)(=O)N2CCC(C(=O)OCC(=O)N(C)C3CCCCC3)CC2)cc1C	-15	-2	-2	8	-3.1	-5	-24	-5
O=C(COC(=O)c1ccc(S(=O)(=O)NCc2ccco2)cc1)Nc1ccccc1OC(F)F	-9	-2	x	-1	x	4	x	-4
O=C(Nc1cccnc1)c1cc(-c2ccc(Cl)c(Cl)c2)on1	17	0	-4	-1	-0.2	x	25	0
O=C(COC(=O)c1n[nH]c(=O)c2ccccc12)Nc1ccccc1F	4	0	0	-1	-2.5	x	2	1
C[C@@H]1CN([C@@H](C)CO)C(=O)c2cccc(NC(=O)c3nc4ccccc4s3)c2O[C@@H]1CN(C)Cc1ccc(C(F)(F)F)cc1	12	1	1	7	0.9	24	-1	-1[16.7 µM]
C[C@H](CO)N1C[C@H](C)[C@H](CN(C)Cc2ccc3c(c2)OCO3)Oc2ccc(NC(=O)C3CCCCC3)cc2C1=O	-2	25	4	-5	1.6	-1	-3	0[16.7 µM]
CC(C)CN(CC(C)C)c1nn[nH]n1	114*	-2	-5	-5	2.4	-1	15	8
COc1ccccc1-c1cn(CC[C@H]2CC[C@@H](NC(=O)Cc3ccccn3)[C@@H](CO)O2)nn1	6	-2	-8	-1	1.5	1	-4	x
C/C=C/c1ccc2c(c1)O[C@H](CN(C)Cc1ccccc1)[C@H](C)CN([C@H](C)CO)S2(=O)=O	-58	7	-12	-4	0.1	3	-29	10[16.7 µM]
CC1CC(C)CN(S(=O)(=O)c2ccc(NC(=O)c3ccc(=O)[nH]c3)cc2)C1 (stereo not drawn)	-26	-3	4	-6	-1.3	2	-8	102*
N#Cc1c(-c2ccccc2)nc(SCc2cccc(Cl)c2)[nH]c1=O	u	0	2	-9	1.2	2	-23	-3
COc1ccc(S(=O)(=O)C(C#N)c2nc3ccccc3nc2N2CCCCC2)cc1 (stereo not drawn)	21	-1	x	-5	x	10	x	4
O=C(C[C@@H]1C[C@H]2c3cc(NC(=O)CC4CC4)ccc3O[C@H]2[C@H](CO)O1)NCc1cccnc1	1	18	0	0	-3.1	-6	8	0[16.7 µM]
CC(=O)C1C(=O)C=C(c2cccs2)CC1c1ccccc1 (stereo not drawn)	x	2	19	-5	-0.8	-11	-5	0
CN1/C(=C/C(=O)COC(=O)CN2C(=O)C3CC=CCC3C2=O)C(C)(C)c2ccccc21 (stereo not drawn)	0	-1	2	-2	0.3	-5	-22	-4
COc1cc(C2C=C(C34CC5CC(CC(C5)C3)C4)NC(=S)N2)cc(OC)c1OC (stereo not drawn)	14	-1	x	0	x	-3	x	-8
O=C(NC1CCCCC1)N[C@H]1CC[C@H](CCNS(=O)(=O)c2ccccc2)O[C@@H]1CO	-6	2	x	1	1.2	-31	-7	x
COc1cccc(-c2ccc3c(c2)[C@@H]2[C@@H](CCN2C(=O)C2CCOCC2)[C@@H](CO)N3)c1	16	-8	9	0	2.6	-7	11	-7[16.7 µM]
O=C(NC1CCSc2ccccc21)c1cccc([N+](=O)[O-])c1 (stereo not drawn)	x	0	6	4	0.7	x	-9	x
COc1cccc(NC(=O)COC(=O)CCC2CCCC2)c1	7	-2	3	3	-4.8	5	3	0
COc1ccc(C#Cc2ccc3c(c2)[C@@H]2[C@@H](CCN2S(=O)(=O)c2ccccc2C)[C@H](CO)N3C)cc1	-5	4	2	-1	-3.2	10	16	-1[16.7 µM]
COC(=O)C1=NNC2(c3ccc(C)cc3)C(=O)N(c3cccc(C)c3C)C(=O)C12 (stereo not drawn)	x	1	x	4	x	-7	-17	5
Cc1ccc(CSCC(=O)N(C)CC(=O)Nc2ccccc2C(F)(F)F)cc1	2	-3	-6	-1	-1.2	-9	-16	-2
CCCN(Cc1ccccc1)S(=O)(=O)c1ccc(N2C(=O)CCC2=O)cc1	5	4	x	0	x	-6	-7	8
C[C@@H]1CCCCO[C@@H](CN(C)S(=O)(=O)c2cn(C)cn2)[C@H](C)CN([C@@H](C)CO)C(=O)c2cc(NC(=O)Nc3ccccc3)ccc2O1	x	-3	-2	2	0.1	-4	21	8[16.7 µM]
CO[C@H]1CN(C)C(=O)c2ccc(NC(=O)c3ccccc3F)cc2OC[C@H](C)N(C)C[C@H]1C	-6	-2	-5	1	-0.9	1	9	3[16.7 µM]
O=C(Nc1cccnc1)c1cccnc1Cl	5	-1	5	1	x	-2	11	0
COc1ccc(NC(=O)c2c[nH]c(=O)n(-c3ccc(C)c(C)c3)c2=O)cc1OC	3	-2	5	8	0.8	4	x	-5
Nc1ccc(Cc2ccc(N)c(O)c2)cc1O	x	x	-7	x	-0.8	-7	-10	x
CCN(CC(=O)Nc1c(F)cccc1F)C(=O)CSC(=S)N1CCCC1	-2	-2	-5	6	1.0	x	-2	x
CCOC(=O)c1ccccc1NC(=O)COC(=O)c1ccc(OCC(=O)N2CCOCC2)c(OCC)c1	-9	-1	x	-4	0.7	4	9	-4

Grouped by structure, the compounds so far containing a cyano group
SMILES	C2C12 statin	Cneo AK release	FN deposition inh	PglD DTNB	F508del corr	PGC1a acetyl inh	GSIS activator	miR122 inh
N#Cc1c(-c2ccccc2)nc(SCc2cccc(Cl)c2)[nH]c1=O	u	0	2	-9	1.2	2	-23	-3
COc1ccc(S(=O)(=O)C(C#N)c2nc3ccccc3nc2N2CCCCC2)cc1 (stereo not drawn)	21	-1	x	-5	x	10	x	4
